bIAP act: intestinal alkaline phosphatase (bovine) activation; 200,000 tested, 0.17% active; purified bovine IAP, CDP-star luminescence, 30 min; hits give high values; fold of DMSO-control signal, blank-subtracted; AID 1016; activation factor at 20 µM;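 active = activation factor of 2 or more at 20 µM, a signal rise over negative controls twice the positive control's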
L major viab: Leishmania major promastigote growth inhibition; Leishmania major promastigotes, resazurin fluorescence viability; inhibition, % at 10 µM; AID 1063; 200,000 tested, 9% active; in the data active = inhibition above about 50%;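 also: promastigotes grown with compound for 44 hours at 28 °C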
PPARg SRC-3 ag: PPARgamma-driven SRC-3 recruitment agonism; biochemical PPARgamma/SRC-3 coactivator recruitment assay; AID 731; P37231; 200,000 tested, 0.26% active; activation, % at 8 µM; in the data active = activation above about 23%;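 also: 0% = DMSO and 100% = reference agonist; some compounds past the cut are filed as inactive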
Redox H2O2 prof: compounds producing H2O2 with reducing agent – biochemical, NIH compound library profiling, artefact control for MLSCN library redox annotation, primary screen; DTT-dependent redox cycling H2O2, phenol red/HRP absorbance; 100% = 100 µM peroxide control, 0% = buffer; activation, % at 10 µM; 200,000 tested, 0.03% active; AID 878;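 active = activation of at least 50% relative to the plate's high and low controls in the primary single-dose screen; inactive = activation below 50%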;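 also: compound incubated with DTT at 0.8 mM final as the reducing agent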
TLR4-MyD88 BLA: inhibitors of human TLR4-MyD88 binding. O00206+Q99836. HeLa CL3-4 TLR4/MyD88 BLA complementation, FRET ratio. inhibition, % at 8.4 µM. 200,000 tested, 0.18% active. AID 861; in the data active = inhibition above about 25%;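 also: 0% = vehicle and 100% = reference inhibitor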
Target sequence (O00206 whole entry, looked up): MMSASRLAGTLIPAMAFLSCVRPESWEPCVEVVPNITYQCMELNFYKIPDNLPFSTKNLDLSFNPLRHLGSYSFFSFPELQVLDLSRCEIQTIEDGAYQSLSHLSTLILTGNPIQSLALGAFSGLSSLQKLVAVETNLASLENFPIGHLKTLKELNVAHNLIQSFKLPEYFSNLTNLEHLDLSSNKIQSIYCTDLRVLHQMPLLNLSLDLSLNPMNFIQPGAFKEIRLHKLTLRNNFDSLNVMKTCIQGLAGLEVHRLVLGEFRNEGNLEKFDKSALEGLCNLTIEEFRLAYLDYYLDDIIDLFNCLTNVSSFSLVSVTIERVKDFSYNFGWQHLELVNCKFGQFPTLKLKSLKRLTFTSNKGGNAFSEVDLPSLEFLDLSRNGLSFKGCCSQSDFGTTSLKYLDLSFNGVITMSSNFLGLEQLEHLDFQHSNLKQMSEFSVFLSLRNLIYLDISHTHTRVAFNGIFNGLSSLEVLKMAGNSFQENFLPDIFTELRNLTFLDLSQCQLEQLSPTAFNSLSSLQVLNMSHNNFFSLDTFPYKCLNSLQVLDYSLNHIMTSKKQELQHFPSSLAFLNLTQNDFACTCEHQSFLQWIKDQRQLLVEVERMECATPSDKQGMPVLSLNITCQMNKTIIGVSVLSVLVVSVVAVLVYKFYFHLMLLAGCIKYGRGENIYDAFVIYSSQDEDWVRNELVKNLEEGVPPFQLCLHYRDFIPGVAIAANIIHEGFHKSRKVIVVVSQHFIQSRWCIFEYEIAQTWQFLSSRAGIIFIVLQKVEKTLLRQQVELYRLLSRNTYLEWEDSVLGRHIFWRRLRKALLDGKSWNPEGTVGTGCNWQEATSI
Target sequence (Q99836 whole entry, looked up): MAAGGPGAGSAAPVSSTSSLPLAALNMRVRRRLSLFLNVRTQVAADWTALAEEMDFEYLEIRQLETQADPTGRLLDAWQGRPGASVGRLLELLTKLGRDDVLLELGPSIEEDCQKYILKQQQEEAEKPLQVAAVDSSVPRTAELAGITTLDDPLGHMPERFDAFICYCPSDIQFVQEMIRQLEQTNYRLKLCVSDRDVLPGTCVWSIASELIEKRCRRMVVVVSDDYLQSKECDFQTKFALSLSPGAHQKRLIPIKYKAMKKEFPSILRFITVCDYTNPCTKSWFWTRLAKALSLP
TR-FRET SRC-2 ct: counter-screen for PPARgamma SRC-2 recruitment agonists: TR-FRET artefact | hits give high values | TR-FRET ratio at 8 µM | 200,000 tested, 0.4% active; in the data active = TR-FRET ratio above about 2000; also: inactives centre near 1500; reference of the scale not given here
PPARg SRC-1 ag: promotes SRC-1 coactivator recruitment by human PPARgamma | AID 631 | 200,000 tested, 0.41% active | activation, % at 8 µM | PPARgamma-SRC-1 coactivator recruitment biochemical assay; in the data active = activation above about 19%;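 also: 0% = DMSO and 100% = reference agonist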
bIAP inh: blocks bovine intestinal alkaline phosphatase activity. purified bovine IAP, CDP-star luminescence, 30 min. inhibition, % at 20 µM. 190,000 tested, under 10 active;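 active = over 50% inhibition of intestinal alkaline phosphatase at 20 µM in the single-dose screen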
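Assay system: bovine IAP enzyme; medium: DEA buffer 100 mM, pH 9.8, with MgCl2 1.0 mM, ZnCl2 0.02 mM; doses: 20 µM single dose; incubation: enzyme reaction for 30 min at room temperature; detection: CDP-star luminescence signal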
ROMK primary: modulators of human ROMK potassium channel; P48048; Tet-inducible ROMK, thallium flux fluorescence; actives lie on both sides; B-score at 10 µM; 130,000 tested, 2% active;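 active = signal ratio slope over the read window, or its plate-corrected B-score, at least 3 SD from the plate mean, either direction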;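 also: B-score of the F/F0 ratio slope over 7 to 12 s after thallium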
PPARg SRC2 recr: promotes SRC-2 coactivator recruitment by human PPARgamma | P37231 | PPARgamma LBD-SRC-2 recruitment, biochemical | activation, % at 8 µM | 200,000 tested, 0.34% active | AID 1032; in the data active = activation above about 22%;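 also: 0% = vehicle and 100% = reference agonist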
S1P3 antagonist: S1P3 (human) receptor antagonism; CHO S1P3 NFAT-BLA reporter, FRET fluorescence, antagonist mode; inhibition, % at 4.98 µM; 170,000 tested, 0.27% active;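 active = inhibition above the plate cutoff, the mean inhibition of test wells on that plate plus 3 SD, cut at about 28% in these data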;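 also: cells challenged with S1P at its EC80 of 0.8 µM; blue over green emission ratio from cleaved BLA substrate after 4 h stimulation; 0% = S1P-stimulated wells and 100% = unstimulated DMSO-only wells; some compounds past the cut are filed as inactive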
An asterisk follows results filed as active; / = no result given.

SMILES	bIAP act	L major viab	PPARg SRC-3 ag	Redox H2O2 prof	TLR4-MyD88 BLA	TR-FRET SRC-2 ct	PPARg SRC-1 ag	bIAP inh	ROMK primary	PPARg SRC2 recr	S1P3 antagonist
COCCn1c(SCC(=O)Nc2cccc(OC)c2)nnc1-c1ccccc1	0.9	-1.5	13.7	0.9	-12.0	1598	2.2	11.3	-0.029	9.1	-10.2
O=C(CNS(=O)(=O)c1cccc(Cl)c1)Nc1ccc(-c2nc3ccccc3s2)cc1	0.9	6.6	0.3	0.8	0.6	1457	-1.0	8.5	/	1.5	7.6
O=C(O)CSc1nnc(Cc2ccccc2)n1-c1ccccc1	0.9	-7.1	2.8	-0.8	1.5	1692	3.0	14.6	/	12.8	6.5
Nc1nnc(SCC(=O)OCc2ccc(Cl)c(Cl)c2)s1	0.9	-2.5	-5.5	0.3	8.0	1592	6.5	6.2	/	0.3	-13.6
COc1ccc2[nH]c3c(=O)n4c(nc3c2c1)SCC4	0.9	11.2	3.5	10.2	0.3	1535	1.1	5.1	-1.61	4.8	-5.2
Cc1ccc(NC(=O)c2nc[nH]c2C(=O)N2CCOCC2)c(C(=O)c2ccccc2)c1	1.1	-4.0	1.0	-0.9	-9.6	1625	0.1	-11.3	0.0364	5.1	-0.4
COc1ccc(OC)c(-n2c(-c3cc(-c4ccccc4)n[nH]3)n[nH]c2=S)c1	1	-3.3	7.9	-0.6	-7.4	1699	13.1	-1.6	-0.204	10.3	-7.2
O=c1cc(-c2ccccc2)[nH]c2cc(F)ccc12	1.1	-1.4	-1.7	-0.1	5.5	1288	-2.0	-8.8	4.56*	-3.1	10.2
CCCCC(c1nnnn1CCOC)N1CCN(CC)CC1 (stereo not drawn)	1	-1.0	5.1	-0.5	-7.1	1607	-3.0	0.4	/	6.9	/
Cc1ccc(CNC(=O)C2CCCN(c3nc(C)cc(C)n3)C2)cc1 (stereo not drawn)	1	0.2	-2.5	-0.2	-2.3	1589	1.6	0.9	-0.708	-3.1	6.4
CCCOc1ccc(-c2nnn(CC(=O)c3ccc4c(c3)OCCO4)n2)cc1	0.9	0.4	2.8	0.0	2.2	1599	2.3	11.9	1.22	-4.8	9.4
O=C(Nc1cccn(Cc2ccccc2)c1=O)NC1CCCCC1	1	78.2*	12.3	0.2	11.5	1371	6.3	-2.4	/	-0.2	/
Cc1cnn(C(=O)c2cc(-c3ccccc3)nc3ccccc23)c1	1	-5.1	7.9	-5.0	-3.4	1625	3.7	-2.5	/	4.5	/
O=C(c1ccco1)N1CCN(c2ccc(Cl)c(Cl)c2)CC1	/	18.3	-6.2	3.7	-3.9	1522	-8.2	/	/	-3.1	25.7
COc1cccc(C(=O)Nc2ccc(NC(C)=O)cn2)c1	0.9	11.6	-8.9	2.2	8.2	1451	5.8	8.9	2.14	-5.5	4.6
O=C1c2ccccc2NC(c2ccc(Cl)cc2Cl)N1Cc1ccccc1 (stereo not drawn)	0.9	82.1*	11.6	0.2	4.5	1692	2.2	11.3	-0.721	7.7	/
Cc1ccc(S(=O)(=O)NCCC(=O)OCC(=O)Nc2cccc(S(=O)(=O)NC3=NCCCCC3)c2)cc1	0.6	-5.0	2.1	-0.4	-16.4	1673	4.4	41.5	0.788	1.3	2.2
Nc1nncn1C(=O)c1c(Cl)cccc1Cl	1	-2.5	9.4	-0.4	-10.6	1490	-8.6	2.5	/	8.2	-8.0
COC(=O)c1cnn2c1C(=O)N(Cc1cccs1)CC2	1.1	-6.9	-1.3	-1.8	-4.1	1716	-5.2	-12.4	-0.0033	7.8	5.6
Cc1ccc(CSc2nnc([C@@H]3CCCN3)o2)cc1	1	-8.6	6.6	-2.6	-7.9	1616	6.2	-1.3	/	13.9	/
C=C(C)CN(CC)C(=O)c1ccc(OC2CCN(S(=O)(=O)N(C)C)CC2)cc1	1	-2.1	-1.3	0.1	4.4	1263	-0.1	0.3	0.242	-3.6	-12.8
COc1ccc(CC(=O)NNC(=O)Cc2ccc(OC)cc2)cc1	1	-1.4	3.8	-0.5	-6.2	1465	1.0	-4.6	/	5.3	-15.8
N#Cc1ccc(C(c2nnnn2Cc2ccccc2)N2CCCC2)cc1 (stereo not drawn)	0.9	47.0	2.8	2.0	-6.2	1467	8.3	12.1	/	7.5	/
COC(=O)c1c(N)n(CCCN2CCOCC2)c2nc3ccccc3nc12	1.1	10.3	-4.3	3.4	0.5	1429	-6.1	-9.3	/	0.0	/
Cn1cnc(C(F)(F)F)c1-c1ccc([N+](=O)[O-])cc1	0.4	-6.8	-0.4	7.1	-4.6	1538	4.2	/	0.637	1.7	15.3
Cc1nc2cc3nc(C(F)(F)F)[nH]c3cc2[nH]1	1	-5.2	-3.5	-0.1	1.1	1645	-0.8	-4.7	/	0.4	13.4
Cc1ccnc(NC(=O)/C=C/c2cccs2)c1	0.9	-10.3	5.9	0.0	-6.3	1707	2.1	14.1	/	7.8	-9.6
CCN(C(=O)CSc1nc2ccc([N+](=O)[O-])cc2s1)C1CCS(=O)(=O)C1 (stereo not drawn)	0.9	6.4	-1.3	0.6	1.5	1629	-4.7	7.0	-0.0729	0.7	-14.4
CC(C)N(Cc1nc(-c2ccccc2)no1)C(=O)CN(C)S(=O)(=O)c1ccc(Br)cc1	1	10.0	8.1	-3.5	12.1	1545	2.5	0.4	/	13.1	/
CC(C)(C)NC(=O)C(c1ccccn1)N(C(=O)C1CSC(=O)C1)c1ccccc1F (stereo not drawn)	0.9	-0.1	-0.3	-0.2	-11.8	1446	8.3	11.3	0.0489	2.2	-18.6
COCc1nnc(NC(=O)CC(C)c2ccccc2)s1 (stereo not drawn)	0.9	0.5	-4.2	0.9	7.2	1542	-6.9	9.5	/	10.8	4.4
O=C(NCc1ccco1)c1cccn2c(=O)c3sccc3nc12	/	6.3	-1.8	-3.4	-7.1	1625	-2.0	/	/	2.2	/
CCC(C)NC(=O)CSc1ncccc1C(=O)O (stereo not drawn)	0.9	-6.1	-9.5	1.1	-17.3	1552	-10.4	5.6	-0.311	-3.9	/
Cc1ccccc1CN1C[C@@H]2C[C@@H](c3cn(C)nc3-c3ccccc3)N3CCC[C@@]23C1=O	1.1	9.8	2.8	-0.7	-5.9	1445	-0.1	-7.1	-0.168	-1.9	7.5
CCC(=O)c1cc(F)ccc1OCC(=O)N1CCN(c2ccc(F)cc2)CC1	1.2	13.3	0.9	-2.3	-3.5	1325	-1.3	-20.2	-1.69	4.0	-10.7
CC(=O)N1CCN(C(=S)c2cccc([N+](=O)[O-])c2)CC1	0.9	-4.0	-0.6	0.2	-2.7	1450	-3.1	5.1	0.587	-4.6	0.1
Oc1ccc(/C=N/Nc2cc(N3CCOCC3)nc(N3CCOCC3)n2)cc1	/	-9.7	4.2	-3.1	0.0	1560	6.7	/	/	6.8	/
CC(C)N(C(=O)C1CC(=O)OC12CCCCC2)C(C)C (stereo not drawn)	1	-1.1	6.0	-0.1	-11.1	1480	-1.6	-2.9	0.0965	3.1	/
COc1ccc2cc(CCNC(=O)C(C)C)c(=O)[nH]c2c1	1	-3.6	8.3	-3.2	8.3	1484	0.7	0.6	/	4.5	-7.0
Cc1ccc(C)c(OCCCC(=O)O)c1	0.9	-4.9	-4.1	-1.7	4.5	1470	-2.4	7.3	/	-10.5	-0.4
CN(C(=O)/C(N=Nc1cccc(C(F)(F)F)c1)=C(\O)C(F)(F)F)c1ccccc1	0.8	-0.2	-5.1	1.1	-0.3	1497	3.5	16.5	/	-4.0	/
Cc1ccc(C(=O)CCNc2ccc(F)c(Cl)c2)o1	0.9	9.8	5.3	-3.1	18.9	1585	1.4	9.6	/	3.8	38.4
CCOc1cc2[nH]c(=S)n(Cc3ccc(C(=O)NCC(OC)OC)cc3)c(=O)c2cc1OCC	1	-12.1	-3.3	-3.2	-3.9	1790	0.6	3.8	/	4.0	/
COc1c2c(nc3occc13)C(CC=C(C)C)(OC)C(O)CC2 (stereo not drawn)	1	-3.1	2.2	0.9	4.9	1598	-3.5	0.7	/	12.5	/
Cc1cc2cc(C#N)c(NCCNC(=S)NCCCN3CCOCC3)nc2cc1C	0.9	4.8	0.5	-0.1	8.7	1639	-1.9	11.3	/	6.0	1.0
O=S(=O)(NC1CC1)c1ccc(S(=O)(=O)N2CCC3(CC2)OCCO3)cc1	1.1	-0.7	4.2	-0.9	3.4	1633	10.8	-5.7	-0.203	2.0	-2.3
Cc1nn(C(=O)c2ccco2)c(C)c1CN1C(=O)c2ccccc2C1=O	0.9	-1.6	-3.2	4.1	3.2	1326	1.7	5.8	/	-3.8	-32.6
S=C(c1cn(Cc2ccccc2)c2ccccc12)N1CCOCC1	1	10.5	5.9	0.5	3.5	1710	6.4	-0.7	-1.06	3.4	4.8
CC1CCc2c(c3ccccc3[nH]c2=O)O1 (stereo not drawn)	0.9	-12.6	3.7	-0.2	-7.5	1507	4.1	9.9	-0.235	6.8	/
CCn1c(COc2c(C)cccc2C)nnc1SCc1nc2ccccc2c(=O)[nH]1	1.2	4.2	2.0	0.2	8.9	1564	8.8	-24.0	0.21	-1.0	8.7

By substructure: those above containing an NH in an aromatic ring
SMILES	bIAP act	L major viab	PPARg SRC-3 ag	Redox H2O2 prof	TLR4-MyD88 BLA	TR-FRET SRC-2 ct	PPARg SRC-1 ag	bIAP inh	ROMK primary	PPARg SRC2 recr	S1P3 antagonist
COc1ccc2[nH]c3c(=O)n4c(nc3c2c1)SCC4	0.9	11.2	3.5	10.2	0.3	1535	1.1	5.1	-1.61	4.8	-5.2
Cc1ccc(NC(=O)c2nc[nH]c2C(=O)N2CCOCC2)c(C(=O)c2ccccc2)c1	1.1	-4.0	1.0	-0.9	-9.6	1625	0.1	-11.3	0.0364	5.1	-0.4
COc1ccc(OC)c(-n2c(-c3cc(-c4ccccc4)n[nH]3)n[nH]c2=S)c1	1	-3.3	7.9	-0.6	-7.4	1699	13.1	-1.6	-0.204	10.3	-7.2
O=c1cc(-c2ccccc2)[nH]c2cc(F)ccc12	1.1	-1.4	-1.7	-0.1	5.5	1288	-2.0	-8.8	4.56*	-3.1	10.2
Cc1nc2cc3nc(C(F)(F)F)[nH]c3cc2[nH]1	1	-5.2	-3.5	-0.1	1.1	1645	-0.8	-4.7	/	0.4	13.4
COc1ccc2cc(CCNC(=O)C(C)C)c(=O)[nH]c2c1	1	-3.6	8.3	-3.2	8.3	1484	0.7	0.6	/	4.5	-7.0
CCOc1cc2[nH]c(=S)n(Cc3ccc(C(=O)NCC(OC)OC)cc3)c(=O)c2cc1OCC	1	-12.1	-3.3	-3.2	-3.9	1790	0.6	3.8	/	4.0	/
CC1CCc2c(c3ccccc3[nH]c2=O)O1 (stereo not drawn)	0.9	-12.6	3.7	-0.2	-7.5	1507	4.1	9.9	-0.235	6.8	/
CCn1c(COc2c(C)cccc2C)nnc1SCc1nc2ccccc2c(=O)[nH]1	1.2	4.2	2.0	0.2	8.9	1564	8.8	-24.0	0.21	-1.0	8.7

Compound activity: PubChem BioAssay, several laboratories

Compounds were not picked by outcome (roughly 11% active in at least one column).
